# PAX8 inh HTS: lowers PAX8-driven luciferase in RMG-I cells; 360,000 compounds, 1.2% hits; AID 652154; inhibition, % at 12.6 µM; RMG-I TPO-luciferase reporter, SteadyGlo, 24 h;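 active = mean replicate inhibition at least 60% with every replicate also reaching 60%; inconclusive = only one of the two criteria is met; inactive = mean below 60% and not all replicates reaching 60%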;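 note: luciferase light reporting Pax8 driven TPO promoter activity; plate controls were median of neutral control wells for no effect and mitoxantrone controls for full effect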
# INS-1E GSIS act: GLuc luminescence reporter in INS-1E cells, primary screen for activators of glucose-dependent secretion of insulin | INS-1E GLuc reporter insulin secretion, 2-3 h | activation, % at 16.6 µM | 370,000 compounds, 0.61% hits;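 active = lowest replicate activation of at least 40%, so every replicate reaches that level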;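 note: 0% = median of neutral control wells and 100% = median of IBMX positive control wells; some compounds called inactive have numbers as strong as hits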
# Statin myotox sup: protects C2C12 myotubes from simvastatin toxicity. 330,000 compounds, 0.78% hits. ATP luminescence, 48 h; scaled: DMSO 0, geranylgeraniol control 100. rescue of ATP level, % at 7.49 µM;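 active = mean ATP rescue above about 67%, or every replicate alone reaching that limit, limit read from the data, passing the limit was not always enough; inconclusive = no clear call, values can overlap the other calls; inactive = mean under the limit and some replicate under it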;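 note: myotubes were challenged with 10 µM simvastatin during compound exposure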
# Cneo AK release: Cryptococcus neoformans lysis via adenylate kinase release; AID 651654; C. neoformans lysis, adenylate kinase release luminescence, 4 h; normalised: neutral wells 0, clomiphene wells 100; 360,000 compounds, 0.2% hits; lysis activity, % at 15 µM;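 active = mean lysis activity across replicates of at least 80%, whatever share of replicates individually reach that level; inactive = mean lysis activity below 80%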
#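 Test system: log-phase Cryptococcus neoformans yeast cells. Input: 5 × 10^6 yeast cells/mL. Medium: fresh YPD growth medium. Doses: single dose. Incubation: static 4 h at 37 °C with compound, 1 h detection. Measured by: luminescent adenylate kinase detection reagent. Read-out: signal increase indicating cell lysis. Benchmarks: Clomiphene.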
# PglD DTNB: inhibitors of Campylobacter jejuni PglD acetyltransferase; inhibition, % at 12.5 µM; 360,000 compounds, 0.098% hits; purified PglD enzyme, DTNB colorimetric CoA detection; in the data active = inhibition above about 16%, passing the limit was not always enough; inconclusive = no clear call, values can overlap the other calls; note: strong numbers were not always called active
# ARNT-TACC3 inh: disrupts binding between human ARNT and TACC3; Q9Y6A5; AlphaScreen His-ARNT PAS-B/GST-TACC3 binding, luminescence; TACC3 fragment carries E629A point mutation; inhibition, % at 9.99 µM; 390,000 compounds, 0.66% hits;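 active = mean inhibition of replicates at least 50% and at least half of replicates each reaching 50%; inconclusive = half or more replicates reach 50% but mean below 50%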;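 note: 0% = complete ARNT plus TACC3 wells and 100% = ARNT alone without TACC3; many hits fall short of the cut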
# LGR2 antag: inhibitors of bursicon-induced Drosophila LGR2 receptor cAMP signaling. HEK293 LGR2, CRE-luciferase, bursicon-stimulated, 4 h. 380,000 compounds, 0.35% hits. inhibition, % at 9.99 µM. AID 720647;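 active = drop in luminescence signal, shown as inhibition above about 50% in the replicate tests, limit read from the data, passing the limit was not always enough; inconclusive = probably only some replicates passing the limit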;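 note: agonist challenge used bursicon conditioned medium at about half maximal strength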
# PGC1a acetyl inh: lowers PGC1a acetylation signal in U2OS cells | AlphaScreen anti-acetyl-lysine; with virally co-expressed GCN5 acetyltransferase | inhibition, % at 15.6 µM | 350,000 compounds, 0.17% hits;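 active = every replicate shows inhibition of at least 40%; inconclusive = mean inhibition at least 40% but some replicate below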;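 note: 0% = neutral control wells and 100% = positive control wells; some results beyond the cut were filed as inactive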
# An asterisk follows results filed as active; ? = inconclusive; . = no result given. An unsorted share of the library, and some 2.9% of all compounds hit somewhere here.
nr	molecule	PAX8 inh HTS	INS-1E GSIS act	Statin myotox sup	Cneo AK release
1	CCCC1=NCCn2cccc21	.	0.4	.	-5.0
2	O=c1c(-c2ccc(Br)cc2)[n+]([O-])c2ccccc2n1OCc1ccccn1	24.8	6.7	-1.0	11.0
3	Cc1ccc(S(=O)(=O)N(C)C)cc1NC(=O)CSc1nc2ccccc2c(=O)n1CC1CCCO1 (stereo not drawn)	17.6	16.4	-31.0	4.2
4	COc1ccc(Cc2nnc(NC(=O)CSc3ccc(C)cc3)s2)cc1	-9.5	11.4	.	0.7
5	C[C@@H]1CN([C@@H](C)CO)C(=O)c2cc(NC(=O)CCCN(C)C)ccc2O[C@@H](C)CCCCO[C@@H]1CN(C)S(=O)(=O)c1ccc(F)cc1	-7.5	-9.2	.	-15.4
6	O=C(N[C@H]1CC[C@@H](CC(=O)N2CCCCC2)O[C@H]1CO)c1cccc(F)c1	-9.2	-2.1	-4.6	-8.1
7	COC(=O)N1C(=O)[C@](CC(C)C)(c2ccccc2)N1C(=O)OC	-10.8	-9.2	6.9	0.6
8	O=C(COc1ccccc1)N1CCNC1=O	.	.	2.5	0.8
9	O=C(Cc1ccncc1)NCC[C@@H]1CC[C@H](NC(=O)Nc2ccc(Cl)cc2)[C@H](CO)O1	-7.4	1.8	2.4	3.2
10	COc1ccc(CC(=O)Nc2cc(S(=O)(=O)N3CCCCC3)ccc2C)cc1	5.6	30.1	13.8	-3.2
11	C[C@H](CO)N1C[C@H](C)[C@H](CN(C)S(C)(=O)=O)Oc2c(NS(=O)(=O)c3cccs3)cccc2C1=O	.	1.6	.	4.7
12	COc1ccc(NC(=O)CN(C)C(=O)CC2CCCC2)cc1	-8.0	-4.3	12.0	.
13	CC(CNC(=O)CCC(=O)N1CCOc2ccccc21)c1ccccc1 (stereo not drawn)	6.7	-6.4	7.3	-0.3
14	C[C@@H]1CN([C@@H](C)CO)C(=O)c2cccc(NS(C)(=O)=O)c2O[C@@H]1CN(C)Cc1ccc(C(F)(F)F)cc1	1.4	1.3	-11.4	.
15	Cc1ccc(S(=O)(=O)N(CC(=O)N/N=C/c2cccc(C)c2)c2cccc3cccnc23)cc1	.	-3.7	13.9	7.4

nr	PglD DTNB	ARNT-TACC3 inh	LGR2 antag	PGC1a acetyl inh
1	-3.9	-3.5	-0.6	-5.4
2	-2.6	4.9	.	9.3
3	4.0	-1.3	-15.1	14.3
4	3.6	3.9	12.0	.
5	-3.2	-6.2	4.6	-4.3
6	1.1	-0.9	0.6	0.5
7	-1.4	-11.9	-6.2	.
8	-0.9	-0.7	.	4.0
9	-0.3	4.5	-3.8	-1.6
10	5.5	-14.1	1.5	-1.0
11	0.1	2.4	-7.5	-1.9
12	.	26.1	-15.2	.
13	-6.4	32.5	16.0	10.2
14	.	.	-6.9	-11.6
15	0.4	-2.9	0.2	-3.6

# Three entries already listed, ordered by the value under INS-1E GSIS act, high to low:
nr | SMILES | INS-1E GSIS act
15 | Cc1ccc(S(=O)(=O)N(CC(=O)N/N=C/c2cccc(C)c2)c2cccc3cccnc23)cc1 | -3.7
12 | COc1ccc(NC(=O)CN(C)C(=O)CC2CCCC2)cc1 | -4.3
7 | COC(=O)N1C(=O)[C@](CC(C)C)(c2ccccc2)N1C(=O)OC | -9.2

# The list goes on:
nr	molecule	PAX8 inh HTS	INS-1E GSIS act	Statin myotox sup	Cneo AK release
16	COc1ccc(-c2cc3c(=O)n(CC(=O)NCc4cccnc4)ncn3n2)cc1	-27.0	26.3	-2.4	-1.7
17	CCOc1nc(C)ccc1-c1noc(-c2ccccc2OC)n1	-73.5	.	.	3.5
18	C[C@@H]1CN([C@@H](C)CO)C(=O)c2cccc(NC(=O)c3ccc(-c4nccs4)cc3)c2O[C@@H]1CN(C)C(=O)Nc1ccc(C(F)(F)F)cc1	.	-16.2	11.2	1.8
19	CCc1ccc(CNC(=O)C(=O)NCC2CCCO2)cc1 (stereo not drawn)	8.5	17.2	2.0	-17.9
20	COC(=O)c1ccc(CNC(=O)CC[C@H]2O[C@@H](n3cc(C)c(=O)[nH]c3=O)C[C@@H]2O)cc1	5.6	-6.5	-5.5	-0.2
21	O=C(NCc1cccnc1)c1ccc(NC(=O)c2ccc([N+](=O)[O-])cc2)cc1	5.1	28.7	.	0.6
22	CC(C)C#Cc1ccc2c(c1)O[C@@H](CN(C)CC1CCOCC1)[C@H](C)CN([C@@H](C)CO)S2(=O)=O	.	-0.7	-54.9	2.7
23	Cc1ccc(NC(=O)CSc2nc(C)c(C)c(C)n2)cc1S(=O)(=O)N1CCOCC1	15.6	.	-0.4	2.0
24	CC(=O)c1ccc2c(ccc3ccccc32)c1	.	.	11.5	-2.0
25	O=C(CSc1ccccc1F)NC(=O)c1ccccc1Br	-13.3	2.6	1.0	-0.4
26	COc1ccccc1CNC(=O)C[C@@H]1C[C@H]2c3cc(NC(=O)CC4CC4)ccc3O[C@H]2[C@H](CO)O1	9.7	-7.6	-1.7	-3.4
27	CCN(C(=O)COC(=O)CCS(=O)(=O)c1ccccc1)c1c(N)n(Cc2ccccc2)c(=O)[nH]c1=O	-5.2	-1.4	3.2	-1.5
28	COc1ccc(C#Cc2ccc3c(c2)O[C@H](CN(C)C(=O)c2ccccn2)[C@@H](C)CN([C@H](C)CO)S3(=O)=O)cc1	18.9	-11.4	0.0	-0.5
29	Nc1c2c(nc3ccc(Br)cc13)N(c1ccccc1)CC2	.	.	-72.6	0.0
30	COC(=O)c1ccccc1COc1cccn2c(N(C)C(=O)CCC3CCCC3)c(C)nc12	12.9	-21.8	15.2	-0.3

nr	PglD DTNB	ARNT-TACC3 inh	LGR2 antag	PGC1a acetyl inh
16	4.6	-4.4	-17.2	4.3
17	-5.7	-6.5	.	.
18	-1.0	1.7	?	?
19	1.0	-2.9	-10.2	-14.1
20	4.4	.	4.7	-16.8
21	.	10.8	-14.3	.
22	-1.4	11.4	1.5	0.2
23	-1.1	0.1	-29.5	-0.5
24	-2.7	20.8	.	4.0
25	1.3	-2.9	-2.4	3.9
26	5.8	8.6	-1.2	-0.1
27	4.3	.	-6.6	0.3
28	-0.8	-4.1	2.1	-13.4
29	-0.2	9.3	.	12.8
30	-0.8	.	-2.6	-15.4

# (continued)
nr	molecule	PAX8 inh HTS	INS-1E GSIS act	Statin myotox sup	Cneo AK release
31	CC1CCCC(C)N1C(=O)CSc1nnnn1Cc1ccccc1 (stereo not drawn)	-3.7	.	.	0.5
32	COCCCNC(=O)c1cccc2c(-c3cccc(C(N)=O)c3)coc12	-21.2	.	9.7	-0.7
33	COc1ccc(N(CC(=O)N2CCCCCC2)S(=O)(=O)c2ccccc2[N+](=O)[O-])c(OC)c1	-5.8	10.6	6.2	-1.1
34	O=C1CN(Cc2ccc(F)cc2)C[C@H]2[C@@H](c3ccc(-c4ccccc4F)cc3)[C@@H](CO)N12	21.2	-21.3	.	.
35	O=C(C[C@H]1CC[C@H]2[C@@H](COC[C@H](O)CN2Cc2cc(F)cc(F)c2)O1)Nc1nccs1	31.6	-8.0	20.9	95.7*
36	O=C(NCCNC(=O)c1cc(OCC(F)(F)F)ccc1OCC(F)(F)F)Nc1ccccc1	19.1	.	.	-3.4
37	C[C@H](CO)N1C[C@H](C)[C@@H](CN(C)C(=O)c2ccccc2)OCCCC[C@H](C)Oc2ccc(NC(=O)Cc3ccccc3)cc2C1=O	6.2	-21.1	.	-3.2
38	O=C(NCC1CCCO1)c1ccc(N2CCCCC2)nc1 (stereo not drawn)	.	-0.5	-23.0	-5.4
39	C[C@@H]1CN([C@H](C)CO)C(=O)c2cc(C#CCN(C)C)cnc2O[C@@H]1CN(C)C(=O)NC1CCCCC1	-15.3	8.0	10.4	-3.7
40	COc1ccc(NC(=O)c2ccc(NS(=O)(=O)c3cccc4cccnc34)cc2)cc1	-20.3	-1.2	-6.1	1.5
41	CCOc1ccc(N(CC(=O)N2CCOCC2)S(=O)(=O)c2ccc(SC)cc2)cc1	-4.3	-2.6	10.6	0.6
42	Cc1ccc(/C=N/n2c(-c3ccc(Cl)cc3)n[nH]c2=S)o1	7.4	21.9	.	.
43	N#Cc1ccc(COC(=O)c2cnc(Cl)c(Cl)c2)cc1	6.3	12.4	8.2	-1.9
44	COc1ccc2[nH]c3c(c2c1)CCN1C(=O)C(CC(=O)NCc2ccc(OC)c(OC)c2)C[C@H](C(=O)N2CCCCC2)[C@@]31CCc1ccccc1 (stereo partly drawn)	18.8	-14.5	13.6	-1.8
45	CO[C@H]1CN(C)C(=O)c2ccc(NC(=O)Nc3cc(F)ccc3F)cc2OC[C@@H](C)N(C(=O)c2ccccn2)C[C@H]1C	-4.4	-0.9	8.4	-1.1

nr	PglD DTNB	ARNT-TACC3 inh	LGR2 antag	PGC1a acetyl inh
31	4.6	-5.4	.	-5.9
32	28.2*	.	-10.6	-24.0
33	1.0	2.4	10.8	.
34	.	.	7.3	-4.8
35	4.3	28.8	-2.4	-24.4
36	1.7	-2.8	.	.
37	-2.3	-12.0	-5.1	6.0
38	-3.5	1.9	-21.7	4.4
39	-0.4	0.6	6.8	-6.5
40	2.0	0.8	-3.5	-16.0
41	5.7	-2.4	-5.9	.
42	.	-5.3	-0.7	-8.2
43	-0.5	0.9	-21.8	.
44	-5.0	0.3	-11.4	.
45	-2.9	-0.2	-7.0	-2.1

# Shown as a hit in PglD DTNB, of those listed so far:
cpd	Molecule	INS-1E GSIS act	PglD DTNB	ARNT-TACC3 inh	LGR2 antag	PGC1a acetyl inh
32	COCCCNC(=O)c1cccc2c(-c3cccc(C(N)=O)c3)coc12	.	28.2*	.	-10.6	-24.0

# Next records follow:
nr	molecule	PAX8 inh HTS	INS-1E GSIS act	Statin myotox sup	Cneo AK release
46	N#Cc1ccc(N[C@@H]2CCN3C(=O)c4ccccc4[C@@H]3C[C@H]2O)cc1	7.1	2.5	-0.7	-2.9
47	COc1ccc(S(=O)(=O)N2CCCC2CNC(=O)C(=O)NCCc2ccccc2)cc1 (stereo not drawn)	31.4	-17.9	-4.9	1.4
48	CC(C)(C)n1cnc2cc(NCc3ccc(Br)cc3)ccc21	-202.0	-10.6	-91.4	20.2
49	COc1ccc(NC(=O)N(C)C[C@@H]2OCc3cn(nn3)CCCC(=O)N([C@H](C)CO)C[C@@H]2C)cc1	.	5.6	1.5	.
50	CCN(CC)S(=O)(=O)c1ccc(OC(C)C)c(NC(=O)c2c3c(nc4ccccc24)CCN(Cc2ccccc2)C3)c1	9.6	7.2	.	2.6
51	Cc1cc(=O)[nH]c2c1c(C)nn2C1CCCC1	.	53.3*	-6.9	0.0
52	COc1ccc(CNC(=O)C[C@H]2C[C@H](C(=O)N3CCCCC3)[C@@]3(C)c4[nH]c5ccc(Cl)cc5c4CCN3C2=O)cc1OC	18.8	-17.3	-6.8	3.8

nr	PglD DTNB	ARNT-TACC3 inh	LGR2 antag	PGC1a acetyl inh
46	-3.4	0.5	-1.7	2.3
47	-3.8	2.5	-29.6	-33.2
48	8.6	15.3	-76.0	8.2
49	.	.	0.7	2.2
50	-3.8	.	24.2	-0.6
51	-2.8	-6.6	-8.6	-96.7
52	-0.3	6.7	-21.2	-2.6
